# hcGAS lum: Primary biochemical luminescence assay for human cyclic GMP-AMP synthase inhibitors; Q8N884; recombinant h-cGAS, ATP depletion, Kinase-Glo luminescence; inhibition, % at 12.5 µM; hit rate 0.081% among 290,000;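 further: 0% = vehicle reaction and 100% = reaction without DNA for no activity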
# Target sequence (Q8N884 whole entry, looked up): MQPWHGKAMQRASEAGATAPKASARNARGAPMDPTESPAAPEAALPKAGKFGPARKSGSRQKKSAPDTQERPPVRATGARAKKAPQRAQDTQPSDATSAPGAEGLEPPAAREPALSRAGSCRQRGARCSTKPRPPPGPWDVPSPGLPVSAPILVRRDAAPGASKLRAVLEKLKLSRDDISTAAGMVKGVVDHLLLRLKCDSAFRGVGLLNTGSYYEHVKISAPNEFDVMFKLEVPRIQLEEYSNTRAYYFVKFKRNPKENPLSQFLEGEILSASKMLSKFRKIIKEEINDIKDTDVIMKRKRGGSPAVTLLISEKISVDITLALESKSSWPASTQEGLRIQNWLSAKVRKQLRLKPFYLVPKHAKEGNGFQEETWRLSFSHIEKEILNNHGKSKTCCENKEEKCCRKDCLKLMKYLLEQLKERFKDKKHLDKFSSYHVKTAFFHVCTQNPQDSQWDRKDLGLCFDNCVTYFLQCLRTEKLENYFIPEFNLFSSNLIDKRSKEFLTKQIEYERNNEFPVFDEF
# NPYLR7 ag: agonists of mosquito NPYLR7 receptor, primary screen, cell-based, Aedes aegypti, calcium fluorescence, mosquito biting behavior; HEK293T NPYLR7/Galpha15, GCaMP6s calcium fluorescence; activation, % at 10 µM; hit rate 0.15% among 270,000; in the data active means activation above about 40%;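 further: 0% = vehicle and 100% = reference agonist at the receptor; some compounds past the cut are filed as inactive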
# mcGAS inh: cyclic GMP-AMP synthase inhibitors, mouse, primary biochemical chemiluminescence; Q8C6L5; recombinant cGAS, Kinase-Glo ATP depletion luminescence; inhibition, % at 12.5 µM; hit rate 0.15% among 160,000; AID 1259399, 2018;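 further: 0% = negative control wells and 100% = reference inhibitor with no enzyme activity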
# Starred values were filed as active, the others as inactive; nt = not tested or not shown. Unless noted, no stated cut-off is given here; in the data, active means inhibition above about 40%; inactive means the rest. This is a random part of the collection. About 0.29% of those tested had a hit in this group.
# Each structure is followed by: hcGAS lum | NPYLR7 ag | mcGAS inh
CCC(C(=O)NCc1ccc(-c2ncc(-c3ccc(F)cc3)[nH]2)cc1)c1ccccc1 (stereo unspecified)
 : -5 | 34 | -7
Cc1cc(C)c(-c2nccn2Cc2cccnc2)cc1Cn1cncn1
 : -3 | 1 | nt
O=C1NC2(CCCCCC2)C(=O)N1CN1CCCC1c1cccs1 (stereo unspecified)
 : 0 | 1 | -1
COc1ccc(-c2cn[nH]c2-c2ccc(OCCN3CCC(C(N)=O)CC3)cc2O)cc1
 : -10 | -3 | -10
COCCCN(CC(=O)N(Cc1ccc2c(c1)OCO2)Cc1cccs1)S(=O)(=O)c1ccc(C)cc1
 : -12 | nt | -5
Oc1ccccc1CN1CCCn2cccc2C1c1cccc(F)c1 (stereo unspecified)
 : -1 | -4 | -4
Cc1c(C#N)c(NC(=O)CN2CCCCC2)n(Cc2ccco2)c1C
 : -17 | 10 | nt
CC(=O)Cn1c(=O)c2c(nc3n(-c4ccc(Br)cc4)c(C)cn23)n(C)c1=O
 : -3 | -2 | nt
O=S(=O)(Nc1ccc(SC(F)F)cc1)c1ccc(F)c(F)c1
 : -10 | 2 | nt
CCCCN(CC(=O)N1c2ccccc2-n2cccc2C1c1ccc(Cl)cc1)C(=O)Nc1cccc(Cl)c1Cl (stereo unspecified)
 : -6 | 16 | -3
CC(C)=C(C#N)n1cnc2ccccc21
 : -3 | -2 | nt
O=C(Cc1ccc(C(F)(F)F)cc1)N1CC[C@@H](O)C1
 : -12 | 9 | -10
COc1ccc2cc(C(=O)C3CCCN(C(=O)c4sc(C)nc4C)C3)ccc2c1 (stereo unspecified)
 : 4 | 11 | -6
Cc1ccc(S(=O)(=O)Nc2ccc(N3CCNC3=O)cc2)cc1C(=O)O
 : -5 | 26 | -14
Cn1cc(CN2CCN(C(=O)c3ccco3)CC2)c(-c2ccc3c(c2)OCCO3)n1
 : -5 | -8 | nt
Nc1nonc1-c1noc(-c2ccccc2Br)n1
 : -7 | 3 | nt
O=C(NCc1ccc(F)c(Cl)c1)NCc1ccccn1
 : -3 | 6 | nt
N=C1C(c2nc3ccccc3s2)C(=O)CN1N=C1C(=O)Nc2ccccc21 (stereo unspecified)
 : -5 | 0 | 1
COC1CN(S(=O)(=O)c2ccccc2)CCC(=O)N(C)c2ccccc21 (stereo unspecified)
 : -1 | 1 | -7
FC(F)(F)c1ccccc1Cn1ccnc1CNCc1ccco1
 : -1 | -15 | 0
CC1=NC2=C(C(=O)CCC2)C(c2cccc(Oc3ccccc3)c2)C1C#N (stereo unspecified)
 : -8 | -11 | -8
CC1CC(N2CCCC2Cn2cncn2)C(=O)O1 (stereo unspecified)
 : -20 | 0 | nt
O=C(NCc1ccncc1)c1csc(CSc2nnc(Cc3ccccc3)n2-c2cccc(Cl)c2)n1
 : -5 | -5 | -2
COCCN(CC(=O)Nc1nc(CC(=O)N2CC3(C)CC2CC(C)(C)C3)cs1)C(=O)c1ccccc1Cl (stereo unspecified)
 : -11 | -5 | -7
C#CCNC(=O)c1cn2ccccc2n1
 : -6 | 8 | -6
Cc1nc(Oc2ccc(Br)cc2F)c2c(C)c(C)sc2n1
 : -6 | 3 | nt
Cc1noc(C)c1CNC(=O)c1csc(CN(C)C)n1
 : -8 | 6 | nt
COc1ccc(C2=NN(C(=O)CN3CCc4ccccc4C3)C(c3ccco3)C2)cc1 (stereo unspecified)
 : -3 | -1 | -3
CN(C)CCn1c2c(c(SCC(=O)N3CCCc4ccccc43)nc1=O)CCCC2
 : -14 | 0 | -8
CN(C(=O)Cn1nc(-c2cccs2)c2sc(N3CCCCC3)nc2c1=O)c1ccccc1
 : -11 | -3 | -6
Cc1c(NC(=S)NN=Cc2ccc(Br)cc2)c(=O)n(-c2ccccc2)n1C
 : -3 | -11 | nt
Cc1cccc(Cn2c(=O)c(C(=O)N3CCCC3)nn(-c3ccc(C)c(Cl)c3)c2=O)c1
 : -8 | 18 | -5
Cc1cccn2c(=O)cc(CSc3nnc(-c4cc5c(s4)CCC(C)C5)o3)nc12 (stereo unspecified)
 : -5 | 0 | nt
COC(=O)c1ccc(C(=O)N2CCOC(Cc3cccc(F)c3)C2)cc1 (stereo unspecified)
 : -5 | 18 | nt
Fc1ccc(C2CC(c3ccccc3F)n3ncnc3N2)cc1 (stereo unspecified)
 : -10 | 9 | nt
COC(=O)CCC(=O)N1CCC(n2nc(-c3ccccc3)cc2-c2ccccc2)CC1
 : -6 | nt | -7
CCOC(=O)c1ccc(N2C(=O)CC3CS(=O)(=O)CC32)cc1 (stereo unspecified)
 : -8 | -1 | -10
CCS(=O)(=O)Oc1ccc(CN(CC(C)C)S(=O)(=O)c2ccc(F)cc2)cc1
 : -9 | -10 | -4
Cc1c(NC(C)C(C)C)cccc1C(=O)OCC(N)=O (stereo unspecified)
 : 7 | -1 | nt
O=c1c2ccccc2oc2nc3ccc(CN4CCOCC4)cc3cc12
 : 3 | -2 | nt
COc1ccc(CNC(=O)Nc2sc(C)nc2C)cc1O
 : -3 | 0 | -11
CC1(C(=O)N2CCCC2)CCN1C(=O)CCCc1cccs1 (stereo unspecified)
 : -9 | 7 | -5
Cn1c(=O)c2c(ncn2CC(=O)c2ccc(Br)s2)n(C)c1=O
 : -2 | -5 | nt
Cc1cccc2[nH]cc(-c3csc(NCC(F)(F)F)n3)c12
 : -6 | 19 | -16
O=C(Nc1nc(-c2ccncc2)cs1)c1cc(F)c(F)cc1Cl
 : -8 | -1 | nt
CN(c1nc2nonc2nc1NC1CC1)C1CCOC1 (stereo unspecified)
 : -11 | 12 | nt
CN(C)c1ccnc(NCCc2cccc(Cl)c2)n1
 : -10 | 7 | nt
Cc1ccc(CN(Cc2ccccc2)C(=O)CN(C(=O)c2ccc(-c3ccccc3)cc2)C2CCCCC2)s1
 : -1 | 24 | -5
CCN1CCN(C2(C(=O)NCCc3ccccc3F)Cc3ccccc3C2)CC1
 : -5 | 4 | nt
CC(C)(O)CSCCNC(=O)C1CC(=O)N(c2cccc3ccccc23)C1 (stereo unspecified)
 : -1 | 2 | nt

# Following part:
# Each structure is followed by: hcGAS lum | NPYLR7 ag | mcGAS inh
c1ccc(-c2nc3c(c(NCc4cn5ccsc5n4)n2)CCNC3)cc1
 : -5 | 17 | nt
COc1ccc(C(=O)N(CCN(C)C)Cc2c(-c3cccc(C)c3)noc2N2CCOCC2)cc1
 : -6 | 9 | -4
C=C1CCC(C2CC(=O)OC2=O)C(=O)CCC2C1CC2(C)C (stereo unspecified)
 : 12 | -10 | nt
Cn1nc(C(C)(C)C)cc1C(=O)N1CCN(C(c2ccc(Cl)cc2)c2ccc(Cl)cc2)CC1
 : -6 | 16 | -6
O=C(c1cc(F)c(F)cc1F)N1CCN(C(c2ccccc2)c2ccc(Br)cc2)CC1 (stereo unspecified)
 : -2 | 21 | -5
Cc1ccccc1Cn1c(=O)c2c(nc3n(CCO)c(C)cn23)n(C)c1=O
 : -9 | 9 | -10
O=C(c1ccc(-n2cnnn2)cc1)N1CCCC(N2CCCC2)C1 (stereo unspecified)
 : -6 | 6 | -10
COCCn1cc(NC(=O)NCc2ccccc2OC)c2ccccc21
 : -3 | -1 | nt
O=C(N[C@H](CO)Cc1ccccc1)c1cccnc1Nc1cccc(C(F)(F)F)c1
 : -5 | 0 | -5
COc1ccc(OCCNC(=O)C2(C)CCN2Cc2ccc(-c3ccccn3)cc2)cc1 (stereo unspecified)
 : -9 | 4 | nt

# In a second layout: entries from further up.
Cn1nc(C(C)(C)C)cc1C(=O)N1CCN(C(c2ccc(Cl)cc2)c2ccc(Cl)cc2)CC1
  hcGAS lum: -6	NPYLR7 ag: 16	mcGAS inh: -6

Cc1ccccc1Cn1c(=O)c2c(nc3n(CCO)c(C)cn23)n(C)c1=O
  hcGAS lum: -9	NPYLR7 ag: 9	mcGAS inh: -10

CC1=NC2=C(C(=O)CCC2)C(c2cccc(Oc3ccccc3)c2)C1C#N (stereo unspecified)
  hcGAS lum: -8	NPYLR7 ag: -11	mcGAS inh: -8

# (cont.)
# Each structure is followed by: hcGAS lum | NPYLR7 ag | mcGAS inh
CCOC(=O)[C@H]1[C@@H](O)C(=O)N(C)C12CCN(C(=O)c1cccc(C#N)c1)CC2
 : -5 | 25 | -6
Cn1ccnc1C(=O)N1CCC(N2CC(F)(F)C[C@H]2CO)CC1
 : -13 | nt | -5
Cc1ccc(C(=O)Nc2ccc(N3CCN(C(=O)CCN4CCCCC4)CC3)nc2)cc1
 : 1 | 6 | 0
Clc1ccc(C(Cn2ccnc2)OCc2ccc(Sc3ccccc3)cc2)c(Cl)c1 (stereo unspecified)
 : -11 | 2 | -9
CC(C)c1cc(CN(C)c2nc(-c3cccnc3)nc3c2cnn3C)no1
 : -2 | -3 | nt
CC1CCCN(C(=O)CSc2nnc(-c3cccs3)n2-c2ccccc2)C1 (stereo unspecified)
 : -13 | 19 | nt
CN1CCC(CN2CCC3(CC2)CCN(C(=O)CC2CCCC2)CC3)CC1
 : 0 | 23 | nt
Cc1cc(Oc2ccc(C(=O)O)cn2)ccc1C(C)C
 : -3 | 4 | nt
Oc1nc(Nc2ccccc2)sc1C=C1C=Nc2ccccc21
 : -4 | -5 | -2
COc1ccc2c(c1)CCc1cc(CCC(=O)NCCCn3ccnc3)n(-c3ccc4ncsc4c3)c1-2
 : -4 | 26 | -5

# Later entries.
Compound	hcGAS lum	NPYLR7 ag	mcGAS inh
CCc1c(C)nc(-n2nc(C)cc2C)n(Cc2cccc3ccccc23)c1=O	-7	2	-8
COc1ccc(Cl)cc1CN(C)C(C)c1nc(N)c2c(C)c(C)sc2n1 (stereo unspecified)	-9	9	-17
C=CCn1nnc(NC(=O)c2ccc(CC)cc2)n1	-8	-2	nt
COCCOCC(=O)N1CCN(c2nccc(-c3ccc(N4CCOCC4)cc3)n2)CC1	-7	33	-7
CC12COC3(C(=O)N4CCCCC4)CC1CCC32C (stereo unspecified)	-3	24	nt
Cc1ccc(Oc2ccc(OCC(=O)N3CCNC(=O)C3)cc2)cc1	-1	-9	nt
COc1ccc(C(=O)Nc2ccc(C3SCC(=O)N3c3ccc(OC)cc3OC)cc2)cc1 (stereo unspecified)	-6	nt	-8
O=C(CSc1nc(=O)n(CCN2CCOCC2)c2c1CCCC2)Nc1cccc(C(F)(F)F)c1	-10	3	-8
CCc1ccccc1OC1CN(C(=O)Cc2nn[nH]n2)C1	-2	6	-15
O=C(NCc1ccc(Cl)cc1)N1CCc2sccc2C1	-11	13	nt
CC(C)(C)c1ccc(-c2ccnc(N3CCN(C(=O)CC4NC(=O)NC4=O)CC3)n2)cc1 (stereo unspecified)	-5	34	-7
COc1ccc(-c2cc(C3CC3)nc(SCC(=O)O)c2C#N)cc1	-3	0	-5
O=S(=O)(Nc1ccccc1F)c1ccc(F)c(F)c1F	3	0	-2
O=C(c1ccc(-c2ccc([N+](=O)[O-])cc2Cl)o1)N1CCN(S(=O)(=O)c2ccc(F)cc2)CC1	-8	11	-8
CCOC(=O)c1cccnc1Oc1cccc(NC(=O)/C(=C/c2ccccc2)c2ccccc2)c1	-3	-7	-6
CCCC(CCC)C(=O)Nc1c(C)nc2scc(C)n2c1=O	-11	10	-8
Cc1cc(C(=O)CN2CCCC2c2cccs2)c(C)n1-c1c(C)n(C)n(-c2ccccc2)c1=O (stereo unspecified)	-5	1	nt
O=C(NC1CCCC[C@H]1N(Cc1ccc(Cl)cc1)C(=O)c1ccccc1)C1CCCN(C(=O)Cc2ccccc2)C1 (stereo partly specified)	0	3	0
O=C(NC1=NCCS1)c1c(-n2cccc2)sc2c1CCCC2	1	1	nt
CSc1ccccc1NC(=O)c1nnn(-c2nc3c(s2)CCCC3)c1C	-10	3	nt
Cc1cnc(CNc2nccc(CCC(F)(F)F)n2)cn1	-5	27	nt
Clc1ccc(C2Oc3ccccc3C3CC(c4cccnc4)=NN32)cc1 (stereo unspecified)	-2	18	-3
CCOC(=O)C1(CC2CC2)CCNCC1	-4	4	nt
Cc1cccc2c1NC1(CCN(C(=O)c3ccco3)CC1)NC2=O	-7	1	-5
CC(O)(c1cccnc1)c1nc(/C=C/c2ccccc2)cs1 (stereo unspecified)	-10	5	nt
COc1ccc(CCN(C)c2cc(C(C)(C)C)nc(SCc3cccc(C(=O)N4CCCC4)c3)n2)cc1OC	-5	6	-4
O=C(OCC(=O)N1CCCCCC1)c1cc(=O)[nH]c(=O)[nH]1	-2	13	-6
O=C(NCc1ccncc1)c1nn(-c2cccc(Cl)c2)c(=O)n(Cc2ccccc2F)c1=O	-4	-9	-9
CC(C)Cc1cc(C(=O)N2CCc3c(c(C(=O)N(C)Cc4cscn4)nn3CC3CC3)C2)no1	-4	6	-16
O=C(O)COc1ccc(/C=N\Nc2nc(Nc3ccccc3)nc(N3CCCCC3)n2)cc1	-5	-2	-6
CCCCCCCCNS(=O)(=O)c1ccccc1C	-9	5	nt
CCN(C(=O)CN1CCN(S(=O)(=O)c2cccc(Cl)c2)CC1)C1CCCCC1	-4	-6	-9
c1ccc(N=c2scc(-c3ccccc3)s2)cc1	-7	2	nt
Cc1ccc(/C=C2N=C(/C=C/c3ccc([N+](=O)[O-])cc3)OC\2=O)o1	-2	-3	nt
C/C=C\C(=O)Nc1cc(C)nn1-c1nc(-c2ccc(Cl)cc2)cs1	-6	-7	-8
CCOC(=O)c1c(NC(=O)CSc2nnc(C)s2)sc2c1CCC2	-2	0	-6

# 4 compounds drawn at random from the list so far:
Compound	hcGAS lum	NPYLR7 ag	mcGAS inh
CCOC(=O)c1c(NC(=O)CSc2nnc(C)s2)sc2c1CCC2	-2	0	-6
CCCCCCCCNS(=O)(=O)c1ccccc1C	-9	5	nt
CCN(C(=O)CN1CCN(S(=O)(=O)c2cccc(Cl)c2)CC1)C1CCCCC1	-4	-6	-9
c1ccc(N=c2scc(-c3ccccc3)s2)cc1	-7	2	nt

# Source: PubChem BioAssay (Fisher Drug Discovery Resource Center)
